Source: PubChem
SW480 rereplic = induces DNA re-replication in SW480 colon adenocarcinoma cells; SW480 DNA re-replication, Hoechst DNA content imaging, 48 h; Potency, µM (highest dose often 46.1 µM), inactives show at the top dose re-replication activation, hits mostly activators; hit rate 1.8% among 340,000; AID 624297; note: potency is the fitted concentration of half-maximal effect; % of control where 0% means no effect; nearly all actives have a fitted effect of over 55% in size
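Cells (250 per well) received 23 nL compound or DMSO by pin tool and were kept 48 hr at 37 C, 5% CO2. Nuclei were then stained with Hoechst for 40 min and scanned for DNA content.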
IL-1B inflam inh = inflammasome signaling inhibition, IL-1 beta readout; THP-1 LPS/ATP IL-1B secretion, AlphaLISA, 16 h; hits give low values; hit rate 4.7% among 360,000; activity change, % at 57.5 µM; AID 743279; in the data active = activity change below about -50%; inconclusive = mostly about -30% to -49%; note: % is set by controls: 0 for no effect and ±100 for the full control effect
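THP-1 cells pretreated 1 hr with compounds (up to 57.5 uM final), then stimulated with LPS (250 ng/mL final) plus ATP (1.25 mM final); secreted IL-1B measured by AlphaLISA after 16 hr, decreased signal indicating inhibition.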
HepG2 viability = kills HepG2 cells in TGF-b inhibitor counter-screen; HepG2 CAGA-GFP viability, ATP luminescence, 18 h; AID 588856; hit rate 0.76% among 410,000; Potency, µM (doses to about 46.1 µM), for the others: at the highest dose activity change, negative = cytotoxicity, actives largely listed as cytotoxic; note: potency is the fitted concentration of half-maximal effect; some results filed as inactive show a strong effect at the top dose
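HepG2 CAGA-GFP cells (1000/well, DMEM with 1% FBS) received compound, then TGF-beta at 500 pg/mL final, and were incubated 18 hours at 37 degrees C. Viability was read by CellTiter-Glo luminescence. Media-only wells were set as complete cell-killing and DMSO as no toxicity.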
KB-3-1 tox = kills parental KB-3-1 adenocarcinoma cells; KB-3-1 viability, CellTiter-Glo ATP luminescence, 72 h; Potency, µM (doses to about 46.1 µM), without a hit: at the highest dose activity change, negative = cytotoxic, actives largely listed as cytotoxic; hit rate 1.4% among 400,000; AID 1347075; note: potency is the fitted concentration of half-maximal effect; % is set by controls: 0 for no effect and ±100 for the full control effect; nearly all actives have a fitted effect of over 60% in size
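72 h, 37 °C compound treatment of KB-3-1 parental cells; CellTiter-Glo added, 10 min, luminescence read. Data corrected against DMSO-only plates and normalized before curve fitting.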
ATXN2 expr inh = reduces ATXN2 reporter expression in HEK-293 cells | HEK-293 ATXN2-luciferase reporter, luminescence, 24 h | Potency, µM (series often up to 57 µM), inactives show top-dose activity change, negative = inhibition, hits mostly inhibitors | hit rate 0.72% among 360,000 | AID 1745845; note: potency is the fitted concentration of half-maximal effect; % is set by controls: 0 for no effect and ±100 for the full control effect; nearly all actives have a fitted effect of over 55% in size
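ATXN2-luciferase reporter cells (luciferase flanked by upstream and downstream ATXN2 gene portions) were treated 24 h at 37 °C with compounds at up to 57 uM. SteadyGlo luminescence gave expression; GF-AFC fluorescence gave viability.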
HT1080 IDH1KD tx = toxicity to HT-1080 IDH1 knockdown cells (counter line); hit rate 2% among 360,000; AID 686971; HT-1080 IDH1 knockdown viability, ATP luminescence, 48 h; Potency, µM (titrated, usually from 46.1 µM), inactives show at the highest dose activity, negative = toxicity, actives largely listed as cytotoxic;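 note: potency is the fitted concentration of half-maximal effect; 0% = DMSO wells and -100% = cell-free medium wells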
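Cytotoxicity counter-line: IDH1KD HT-1080, 48 h, CellTiter-Glo. Curves classed by r2, magnitude and activity.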
HT1080-NT tox = kills 2HG-producing HT-1080-NT fibrosarcoma cells; HT-1080-NT fibrosarcoma viability, CellTiter-Glo ATP luminescence, 48 h; hit rate 1.6% among 360,000; Potency, µM (series often up to 46.1 µM), for inactives: at the highest dose activity, negative = less viability, usual class: cytotoxic; AID 686970;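 note: NT is the 2HG producing partner of a matched IDH1 knockdown line; potency is the fitted concentration of half-maximal effect; 0% = DMSO-treated cells and -100% = media-only wells without cells; nearly all actives have a fitted effect of over 55% in size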
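Luminescent CellTiter-Glo readout after 48 hours of compound exposure at 37 degrees C defined viability of HT-1080-NT cells. Activity was normalized to DMSO wells and cell-free media wells; concentration-response curves were fitted and assigned curve classes.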
MCF10A rereplic = induces DNA re-replication in MCF 10a normal breast cells | hit rate 2.9% among 350,000 | MCF 10A DNA re-replication, Hoechst nuclear intensity, 48 h | Potency, µM (highest dose often 46.1 µM), without a hit: at the highest dose activity, positive = re-replication, hits mostly activators; note: potency is the fitted concentration of half-maximal effect; % of control where 0% means no effect; nearly all actives have a fitted effect of over 50% in size
ATXN viability = viability counter-screen for ATXN expression inhibitors; S2 cells (HEK-293 line with an ATXN2-luciferase reporter) viability, CellTiter-Fluor protease fluorescence, 24 h; Potency, µM (top dose mostly 56.7 µM), hits mostly cytotoxic; hit rate 0.49% among 400,000; AID 651635; note: potency is the fitted concentration of half-maximal effect; nearly all actives have a fitted effect of over 40% in size
* hit, by the source's call; i = inactive; ? = inconclusive; . = no result given; & = joins results of further samples; [ ] = dose if it differs, or a comment. Unless noted, calls come from the whole dose curve; as a rule, active = well fitted curve in the direction sought with a large enough effect; inconclusive = small, poorly fitted or top-dose-only effect, or another doubt; inactive = no such curve, though single readings can be large; an effect the other way counts as inactive or inconclusive.

SMILES | SW480 rereplic | IL-1B inflam inh | HepG2 viability | KB-3-1 tox | ATXN2 expr inh | HT1080 IDH1KD tx | HT1080-NT tox | MCF10A rereplic | ATXN viability
CCOc1ccccc1N(CC(=O)NCc1ccco1)C(=O)CCC(=O)Nc1nccs1 | 4% | -9 | 14% | -12% | 0% | 1% | 6% | ? | i
O=C(NCCCN1CCOCC1)c1cc2ccccc2cc1O | -4% | 26 | -63% | 22% | 0% | -8% | -11% | ? | i
CCOc1ccc(OCCC(=O)OCC(=O)Nc2cc(S(=O)(=O)N3CCOCC3)ccc2C)cc1 | 14% | -9 | 3% | -12% | 5% | 0% | -9% | ? | i
COc1ccc(NC(=O)COC(=O)c2cc(S(=O)(=O)N3CCCC3)ccc2O)cc1 | -12% | 18 | -38% | 2% | -6% | 7% | 5% | -10% | i
Cc1cc(C)c(C(=O)COC(=O)c2cccc(S(=O)(=O)N3CCOCC3)c2)cc1C | . | 25 | 6% | 2% | . | 2% | -1% | . | i
Cc1nn(C(C)(C)C)c(OC(=O)c2cccc(F)c2)c1Sc1ccccc1 | . | . | -58% | 1% | -18% | . | . | . | ?
O=C1CN(S(=O)(=O)c2ccc(Br)cc2)c2ccccc2N1 | -2% | -14 | -2% | 17% | -1% | -11% | 0% | -6% | i
CN(C(=O)COc1ccc2ccc(=O)oc2c1)C1CCS(=O)(=O)C1 (stereo unspecified) | 2% | 21 | -3% | -15% | -10% | -21% | 2% | 7% | i
Cc1[nH]ccc2cc3nc4ccccc4c3cc12 | . | -58* | -74% | ? | . | ? | 15µM* | . | .
Cn1ccnc1SCC(=O)Nc1cccc(C(F)(F)F)c1 | 8% | -4 | -2% | 2% | 5% | 17% | -7% | 7% | i
Nc1cc(C(=O)O)c(N)c2c1C(=O)c1ccccc1C2=O | -3% | 0 | -11% | ? | ? | ? | ? | ? | 14µM*
Cc1cccn2c(=O)c3cc(C(=O)NCC4CCCO4)c(=N)n(CCc4ccccc4)c3nc12 (stereo unspecified) | ? | 35 | -4% | 0% | -18% | 1% | 7% | 26% | .
COc1ccccc1CNC(=O)COC(=O)c1cc(=O)c2ccccc2o1 | -30%[inhibitor] | 27 | 21% | 6% | 2% | 0% | -7% | -5% | i
CN(C)CCN(C(=O)CCS(=O)(=O)c1ccccc1)c1nc2c(F)cccc2s1 | -13% | 10 | -4% | -6% | -13% | -2% | -4% | 2% | i
CS(=O)(=O)c1cccc(C(=O)OCCCC(=O)c2ccccc2)c1 | -2% | 21 | 1% | 1% | . | 0% | 2% | 0% | ?
CCNS(=O)(=O)c1ccc(CCC(=O)NCc2ccccc2)cc1 | -5% | -13 | 0% | 24% | -13% | 11% | 4% | 12% | i
Cc1ccc(Oc2ncccc2C(=O)NCC(=O)O)cc1 | -2% | 10 | -32% | 5% | 6% | 12% | -1% | 0% | i
CCn1c(C(=O)NC(C)c2ccc3c(c2)OCCO3)cc2sccc21 (stereo unspecified) | 5% | 0 | -38% | -22% | 66%[activator] | -15% | -10% | 18% | i
C[C@H]1Cn2cnc(C(=O)Nc3ccccc3)c2C(=O)N1 | . | -21 | 3% | -2% | 1% | 5% | 12% | . | i
CCC(=O)N(CCc1ccccc1)Cc1cc2cc(C)ccc2[nH]c1=O | 7% | -19 | -2% | 11% | 6% | 0% | -6% | -1% | i
Cc1ccsc1/C=N/NC(=O)c1nnn(-c2nonc2N)c1C(C)C | -15% | -14 | -8% | 3% | . | 8% | 4% | -6% | i
O[C@@H]1CN(Cc2cccs2)[C@@H](c2ccccc2)C[C@H]1n1cc(-c2ccc(F)cc2)nn1 | . | -2 | -10% | ? | -17% | ? | -20% | . | i
Cc1cccc(-c2noc(-c3ccccc3OCC(=O)Nc3ccc([N+](=O)[O-])cc3)n2)c1 | . | . | -18% | 0% | 6% | . | . | . | i
Cn1c(Cn2nnc3ccccc32)nnc1SCC(=O)N1c2ccccc2Sc2ccccc21 | 4% | -3 | 1% | 1% | -8% | ? | ? | ? | i
CC(C)COc1cccc(C(=O)NC2(C)CCS(=O)(=O)C2)c1 (stereo unspecified) | -9% | 49 | -1% | -17% | -2% | 2% | -2% | -1% | i
O=C(CCCCCn1c(=O)[nH]c2ccsc2c1=O)NCc1ccc2c(c1)OCO2 | -1% | 43 | -3% | 0% | 11% | 9% | 4% | 3% | i
NC(=O)c1cc([N+](=O)[O-])ccc1N1CCCCC1 | -2% | 14 | -4% | 7% | 6% | 1% | 10% | 15% | i
CCCOc1ccc(N2C(=O)CC(NCc3cccs3)C2=O)cc1 (stereo unspecified) | -3% | 8 | 9% | 3% | 2% | 5% | 6% | -1% | i
CC(=O)C1=CN(CC2CCCCC2)CCC1=O | 8% | 12 | 17% | 2% | 6% | 12% | 5% | 11% | i
CCCCCCOC(=O)C(C#N)c1nc2ccccc2nc1N1CCCCC1 (stereo unspecified) | 12% | -5 | -17% | -1% | -4% | -16% | -8% | ? | i

Continued (four carried over from the part before).
SMILES | SW480 rereplic | IL-1B inflam inh | HepG2 viability | KB-3-1 tox | ATXN2 expr inh | HT1080 IDH1KD tx | HT1080-NT tox | MCF10A rereplic | ATXN viability
NC(=O)c1cc([N+](=O)[O-])ccc1N1CCCCC1 | -2% | 14 | -4% | 7% | 6% | 1% | 10% | 15% | i
CCCOc1ccc(N2C(=O)CC(NCc3cccs3)C2=O)cc1 (stereo unspecified) | -3% | 8 | 9% | 3% | 2% | 5% | 6% | -1% | i
CC(=O)C1=CN(CC2CCCCC2)CCC1=O | 8% | 12 | 17% | 2% | 6% | 12% | 5% | 11% | i
CCCCCCOC(=O)C(C#N)c1nc2ccccc2nc1N1CCCCC1 (stereo unspecified) | 12% | -5 | -17% | -1% | -4% | -16% | -8% | ? | i
CCN1CCN(c2ccc(NC(=O)c3ccco3)cc2Cl)CC1 | -14% | -11 | -7% | 5% | -7% | 13% | 0% | 4% | i
CC(C)(C)c1ccc(-c2nc3c(C#N)c(-c4ccc5c(c4)OCO5)ccn3n2)cc1 | ? | 41 | -11% | ? | -15% | 1% | -1% | ? | ?
O=C(NC1CC1)c1cc(OCC(F)(F)F)ccc1OCC(F)(F)F | -11% | -14 | -6% | 9% | -24%[11.3 µM] | 13% | 11% | 0% | i
O=[N+]([O-])c1cccc(/C=N\N=C2c3ccccc3-c3ccccc32)c1O | 141% | 0 | -17% | ? | ? | 6% | 3% | -36%[inhibitor] | i
COCCn1c(SCC(=O)Nc2ccccc2OC)nc2c(oc3ccccc32)c1=O | -17% | -22 | -2% | -14% | ? | -16% | 0% | 3% | i
COc1cc(C(=O)COC(=O)c2cnc(C)cn2)ccc1OC(F)F | 1% | 14 | 10% | . | -5% | -9% | -5% | 3% | i
O=C(O)C1=C[C@@H](c2ccc(C(F)(F)F)cc2)C[C@@H](OCc2ccc(CO)cc2)O1 | -2% | 4 | 10% | 16% | 7% | 15% | 16% | 11% | i
CCn1ncc([N+](=O)[O-])c1C(=O)Nc1nc2cccc(C)c2s1 | 14% | -5 | 0% | 1% | . | -12% | -11% | -9% | i
CS(=O)(=O)c1ccc2nc(NC(=O)c3ccco3)sc2c1 | -8% | 40 | -36% | ? | -12% | ? | ? | 1% | i
Cc1cc(C(=O)NC2CCC(O)CC2)c(C)o1 (stereo unspecified) | -4% | 8 | -1% | 0% | 14% | 5% | 10% | -4% | i
O=C(NCCCNc1ccc([N+](=O)[O-])cc1)C(F)(F)F | -702%[inhibitor] | -5 | -47% | 8% | 24% | 14% | 9% | -4% | i
Cc1ccc(CN2CCN(C3CCN(C(=O)Nc4ccc(C)cc4Cl)CC3)C(=O)C2=O)cc1 | . | . | -21% | 0% | -25% | . | . | . | i
O=C(c1ccc2c(=O)n(CCc3ccccc3)c(=O)[nH]c2c1)N1CCN(c2ccc(F)cc2)CC1 | -18% | -8 | -13%&-14% | -20%&0% | -4%&5% | -15% | -9% | -1% | i

5 compounds picked at random from those above:
SMILES | SW480 rereplic | IL-1B inflam inh | HepG2 viability | KB-3-1 tox | ATXN2 expr inh | HT1080 IDH1KD tx | HT1080-NT tox | MCF10A rereplic | ATXN viability
CCn1ncc([N+](=O)[O-])c1C(=O)Nc1nc2cccc(C)c2s1 | 14% | -5 | 0% | 1% | . | -12% | -11% | -9% | i
COCCn1c(SCC(=O)Nc2ccccc2OC)nc2c(oc3ccccc32)c1=O | -17% | -22 | -2% | -14% | ? | -16% | 0% | 3% | i
O=[N+]([O-])c1cccc(/C=N\N=C2c3ccccc3-c3ccccc32)c1O | 141% | 0 | -17% | ? | ? | 6% | 3% | -36%[inhibitor] | i
CC(C)(C)c1ccc(-c2nc3c(C#N)c(-c4ccc5c(c4)OCO5)ccn3n2)cc1 | ? | 41 | -11% | ? | -15% | 1% | -1% | ? | ?
O=C(O)C1=C[C@@H](c2ccc(C(F)(F)F)cc2)C[C@@H](OCc2ccc(CO)cc2)O1 | -2% | 4 | 10% | 16% | 7% | 15% | 16% | 11% | i
